# Screens as filed in PubChem.
# MC4R antagonist = antagonists of human melanocortin 4 receptor (MC4R). P32245. MC4R-expressing cells, MTII-stimulated cAMP, LANCE TR-FRET. inhibition, % at 6.5 µM. actives 0.48% (n = 360,000);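 active means inhibition above its plate's cutoff, the mean of tested wells on that plate plus 3 SD, cut at about 29% in these data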;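 further: 0% = Melanotan II alone and 100% = Melanotan II plus saturating MCL0020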
#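 Material: human MC4R-expressing U2OS cells. Probe or stimulus: Melanotan II challenge. Dosing: 6.5 µM single dose. Times: 30-min compound, 1-h challenge, 1-h detection, room temperature. Technique: TR-FRET with Eu-cAMP and labeled anti-cAMP, 671 nm. Replication: singlicate.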
# HTR2A ag = activates the mouse 5-HT2A serotonin receptor. P35363. CHO-K1 mHTR2A beta-arrestin complementation, luminescence; percent of 30 µM serotonin response. actives 0.66% (n = 360,000). activation, % at 7.6 µM;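 active means activation above a run cutoff, the mean activation of all tested compounds plus 3 SD, cut at about 14% in these data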;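 further: 0% = plate median of compound wells and 100% = 30 µM serotonin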
# ABHD5-PLIN5 inh = inhibitors of human ABHD5-perilipin-5 interaction. Q00G26+Q8WTS1. Split G. princeps luciferase complementation, luminescence, 4 h. inhibition, % at 4 µM. actives 0.78% (n = 360,000). AID 602281;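 active means inhibition above the mean inhibition across every tested compound plus 3 SD, cut at about 22% in these data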;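 further: 0% = DMSO only wells and the 100% control is not disclosed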
# MC4R barr agon = agonists of human melanocortin 4 receptor (MC4R) beta-arrestin. P32245. U2OS MC4R beta-arrestin complementation, luminescence; percent of melanotan II response, DMSO zero. activation, % at 8.9 µM. actives 0.98% (n = 360,000);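 active means activation above a per-plate cutoff, the mean activation of sample wells on that plate plus 3 SD, cut at about 8% in these data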
# Cardio protect = myocardial damage modulation in H9c2 cells. H9c2 cardiomyocytes, H2O2 injury protection, ATPLite, 2 h. protection from H2O2 cell death, % at 20 µM. actives 0.63% (n = 360,000). AID 588492;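 active means compounds giving at least 50% protection of heart cells from peroxide-induced death in the single-dose screen, raw or plate-pattern-corrected value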;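 further: 0% = DMSO wells with peroxide and 100% = DMSO wells without peroxide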
# PDI inh = blocks human protein disulfide isomerase activity. P07237. PDI insulin aggregation turbidity, A650, 90 min. inhibition, % at 10 µM. actives 0.052% (n = 350,000);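 active means mean inhibition across replicates of 30% or more, whatever share of single replicates reach that level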;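 further: absorbance from insulin aggregation driven by PDI reduction with DTT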
# N-glyco inh = N-linked glycosylation inhibition. D54 ERlucT glycosylation luciferase reporter, 24 h; percent of 100 nM tunicamycin response. reporter increase, % at 12.5 µM. actives 0.23% (n = 360,000). AID 588692;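 active means mean luciferase reporter signal, scaled so untreated is 0 and the glycosylation-blocking control 100, at or above a set limit in every replicate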;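 further: luciferase carries N-glycosylation sites so blocking glycosylation raises the light; 0% = median of neutral control wells and 100% = median of 100 nM tunicamycin wells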
# CaV13 ICDI inh = Primary screen for inhibitors of IQ motif and Ca2+-dependent inactivation inhibitor domain binding in CACNA1D, Förster resonance energy transfer in living cells, …. HEK cells, CFP/YFP FRET ICDI-IQ, plate reader, 10 min; percent FRET-ratio fall versus neutral wells. inhibition, % at 12.3 µM. actives 0.098% (n = 340,000). AID 743397;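 active means mean replicate inhibition of at least 30% and at least 1% of replicates passing that level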;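 further: 0% = median of the neutral control wells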
# ABCB6 inh MLPCN = inhibitors of human ABC transporter ABCB6 | actives 0.19% (n = 360,000) | K562-ABCB6 porphyrin accumulation, flow cytometry, 1 h; active compounds read low | fluorescence ratio to DMSO, % at 10 µM;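 active means fluorescence ratio to DMSO below 75%, the collection mean minus 3 SD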;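 further: signal is porphyrin accumulated inside mitochondria; 100% equals median channel fluorescence of DMSO control wells; lower ratio means ABCB6 inhibition with less porphyrin fluorescence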
# Target sequence (Q9NP58 whole entry, looked up): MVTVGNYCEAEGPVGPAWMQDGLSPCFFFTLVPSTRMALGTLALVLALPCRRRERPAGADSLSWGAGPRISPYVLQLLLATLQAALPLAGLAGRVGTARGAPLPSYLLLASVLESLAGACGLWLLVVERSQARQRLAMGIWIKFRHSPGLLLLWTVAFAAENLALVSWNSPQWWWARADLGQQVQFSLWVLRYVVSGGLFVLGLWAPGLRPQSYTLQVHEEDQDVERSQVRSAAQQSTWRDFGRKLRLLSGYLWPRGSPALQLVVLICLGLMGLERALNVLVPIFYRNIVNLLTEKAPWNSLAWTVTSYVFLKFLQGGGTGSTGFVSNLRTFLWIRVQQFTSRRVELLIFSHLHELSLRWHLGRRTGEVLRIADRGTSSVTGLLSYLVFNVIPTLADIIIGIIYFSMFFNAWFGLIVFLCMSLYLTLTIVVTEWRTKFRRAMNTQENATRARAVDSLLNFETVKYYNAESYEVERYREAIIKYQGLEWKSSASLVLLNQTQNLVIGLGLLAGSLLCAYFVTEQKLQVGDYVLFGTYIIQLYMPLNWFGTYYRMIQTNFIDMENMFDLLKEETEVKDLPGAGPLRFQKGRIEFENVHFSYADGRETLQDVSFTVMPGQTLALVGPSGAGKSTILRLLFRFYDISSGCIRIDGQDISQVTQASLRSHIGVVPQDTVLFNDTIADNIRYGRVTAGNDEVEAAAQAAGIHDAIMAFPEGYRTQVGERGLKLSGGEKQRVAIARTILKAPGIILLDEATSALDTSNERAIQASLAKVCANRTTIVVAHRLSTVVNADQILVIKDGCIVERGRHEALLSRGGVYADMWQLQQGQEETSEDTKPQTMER
# Granule exo inh = lytic granule exocytosis inhibition | AID 651702 | actives 0.66% (n = 360,000) | TALL-104 LAMP-1 surface exposure, flow cytometry; cells stimulated with thapsigargin and PMA | inhibition, % at 10 µM;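 active means inhibition above about 55%, limit read from the data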
# Starred values were filed as active, the others as inactive; . = not tested or not shown.
SMILES,MC4R antagonist,HTR2A ag,ABHD5-PLIN5 inh,MC4R barr agon,Cardio protect,PDI inh,N-glyco inh,CaV13 ICDI inh,ABCB6 inh MLPCN,Granule exo inh
CSCCC(NS(=O)(=O)c1ccc2c(c1)oc(=O)n2C)C(=O)NC1CCN(Cc2ccccc2)CC1 (centres undefined),12,5,2,-1.3,-2,4,0,-6,103,1
COc1cc(NC(=O)CSc2nncn2C)c(C)cc1[N+](=O)[O-],0,-5,0,-0.1,16,1,0,-3,99,15
O=C(CCCCn1c(=O)[nH]c2ccccc2c1=O)NCCC1=CCCCC1,-3,0,0,-1.1,1,4,4,-17,91,2
COc1ccc(S(=O)(=O)N2CCN(Cc3ccccc3)CC2)c(C)c1,9,-8,-11,-1.8,-8,7,-6,-7,94,8
Cc1ccccc1NC(=O)Cc1nnc(N)s1,12,-1,-1,-1.2,6,-3,1,-14,88,2
CS(=O)(=O)N(CC(N)=O)c1ccc(F)c(Cl)c1,6,5,-3,-2.0,7,0,2,-2,93,-3
CC(=O)N1CCc2cc(S(=O)(=O)NCC(=O)NCc3ccccc3Cl)ccc21,7,0,-1,-2.4,3,8,3,-5,104,-5
O=C(CN1N=C(C(F)(F)F)CC1(O)c1ccc([N+](=O)[O-])cc1)c1ccccc1 (centres undefined),4,3,-2,2.6,6,-5,.,-2,98,-4
COCCCNc1nnc(Cc2ccc(Cl)cc2)c(=O)[nH]1,-29,-3,2,-1.2,-7,12,18,-17,93,16
O=C1C/C(=C/NCc2ccccc2)C(=O)N1,-2,-1,9,-1.7,1,8,-1,-7,97,-1
CCOC(=O)NC(=O)C(=CNc1ccc(C)cc1)C(=O)NC(=O)OCC,-2,9,3,-3.9,10,2,0,-4,110,-1
CNC(=S)NNC(=O)c1sc2cc(C(F)(F)F)cnc2c1-c1ccccn1,1,-2,0,-5.1,3,1,1,-3,100,-1
OCCN1CCN(C(=S)Nc2ccccc2)CC1,16,0,-5,-3.4,-1,5,3,9,98,3
CC(=O)c1ccc(NS(=O)(=O)Cc2ccc(Cl)cc2)cc1,14,-5,7,-2.1,-1,-6,2,-8,93,-5
Cc1ccc(NC(=O)COC(=O)CSCC(=O)Nc2cc(C)on2)c(C)c1,12,2,13,-1.6,8,0,-1,-3,98,-5
Cc1noc(C)c1C(=O)OCC(=O)c1ccc[nH]1,4,1,-1,0.5,14,-8,3,-5,97,-1
CCCCn1nc2cc(C(=O)NCc3ccc(OC(F)(F)F)cc3)ccc2c1OC,11,-9,-7,0.2,-12,8,-1,-8,91,-1
CN(CCO)c1ccc2c(c1)OC[C@H](Cc1ccccc1)NS2(=O)=O,.,3,0,.,.,.,.,-4,95,-5
CC1(C)CC(=O)C(C=NCCN2CCN(C3CC(=O)N(c4ccc(Cl)c(Cl)c4)C3=O)CC2)=C(O)C1 (centres undefined),8,-6,2,-1.9,-6,-2,2,9,96,-2
CC(C)CCc1noc(CN2CCC(C(=O)N3CCOCC3)CC2)n1,4,-1,-1,-1.0,2,-5,0,7,95,-2
CC(=O)N1Cc2cc(N)ccc2Oc2ccccc21,21,5,5,-0.1,2,-17,-1,2,105,0
Cc1ccccc1NC(=O)N1CCCC(c2nc(-c3ccc(C(C)C)cc3)no2)C1 (centres undefined),6,-5,-5,1.1,-21,-8,-18,-8,99,4
Cc1ccsc1C(=O)N1CCCC(CCC(=O)NCc2ccccc2F)C1 (centres undefined),7,-4,-16,-2.7,5,-4,0,-7,94,14
O=C(NCCc1c[nH]c2ccccc12)c1ccc2c(c1)OCO2,10,-2,1,-1.5,-3,-6,-11,-3,95,-1
Cc1ccc(NS(=O)(=O)c2c(C)nc3sccn3c2=O)c(C)c1,1,-1,3,0.2,-12,.,2,-5,92,4
CCOC(=O)[C@]12CCC=C1N(CCC1=CCCCC1)C(=O)[C@H](CC(=O)N1CCOCC1)C2,.,1,-5,.,.,.,.,-8,100,-6
O=C(Cn1cnc2cc([N+](=O)[O-])ccc2c1=O)Nc1cccc(S(=O)(=O)N2CCCCC2)c1,7,-4,-6,-1.3,-13,4,1,-6,98,0
Cn1c(=O)n(C)c2cc([N+](=O)[O-])c(N3CCN(C(=O)c4ccc(Cl)cc4)CC3)cc21,19,0,-4,0.0,1,-3,4,-7,105,-1
Cc1ccc(C)c2[nH]c(=O)c(CCNC(=O)Cc3cccs3)cc12,8,-2,6,-1.6,-2,-3,2,-5,97,-1
CCC(C)[C@H]1COCCS(=O)(=O)N1Cc1ccc(C)cc1 (some centres undefined),5,-2,-3,0.6,-4,2,-1,-4,96,-12
COCCN(CC(=O)NCc1ccc(OC)cc1)C(=O)CCC(=O)Nc1nccs1,-1,-5,2,1.3,9,14,1,-3,193,-2
COc1ccc(C(=O)OCC(=O)Nc2cccc(C(C)=O)c2)c(OC)c1OC,-4,5,1,-1.0,6,2,0,-5,93,-4
COc1cccc(C(=O)/C=C/Nc2ccc(S(=O)(=O)Nc3cnc4ccccc4n3)cc2)c1,12,6,-1,0.8,3,-8,2,-17,89,2
Cc1ccc2occ(C3NC(C(=O)O)CS3)c(=O)c2c1 (centres undefined),6,-1,0,2.3,1,3,2,-5,104,0
O=C(c1ccc(OC2CCN(Cc3ccccn3)CC2)cc1)N1CCCCO1,-1,1,2,-0.9,6,9,0,-4,94,-2
CC(=O)Nc1ccc(C=NNC(=O)CCCC(=O)NN=Cc2ccc(NC(C)=O)cc2)cc1,-3,-2,-9,-1.4,2,7,2,-10,94,-6
COC(=O)Cc1ccc(NC(=S)NCC(C)C)cc1,14,5,4,-2.1,-2,8,3,3,102,-2
Cc1nn(-c2ccccc2)c(C)c1C(=O)OCC(O)=C(C#N)c1nc2ccccc2[nH]1,-2,5,1,-2.3,0,-13,1,-7,100,8
COc1ccc(-c2c(C#Cc3ccc(N(C)C)cc3)c3ccccc3n2C)cc1,14,-7,-7,-0.4,-11,-2,-6,-4,113,0
CC(=O)Nc1ccc(S(=O)(=O)N2CCC(C(=O)c3ccc(Cl)cc3)CC2)cc1,-3,0,-7,1.5,2,-67,-4,-2,93,-13
CC(=O)c1sc(-c2ccc(F)cc2)cc1NS(=O)(=O)c1ccc(C)cc1,-2,-1,0,0.1,0,13,1,-14,105,-5
O=c1c2ccccc2nnn1CSc1nnnn1-c1ccccc1,9,1,6,-1.1,6,-12,2,.,96,0
CCOC(=O)C1=C(C)N(C)C(=O)NC1c1cccc2ccccc12 (centres undefined),5,2,-9,-1.4,-6,-1,-1,-4,104,-1
CCCCN1C2CCCC1CC(NC(=O)c1ccc(OC)c(OC)c1)C2 (centres undefined),6,-3,3,-1.1,-11,-11,-2,.,99,-1
CCOc1ccc(NC(=O)C(Cc2ccccc2)NC(=O)C2CCCCC2)cc1 (centres undefined),0,1,0,6.2,4,-5,0,-4,97,5
CCOC(=O)c1sc2cccc(F)c2c1N,1,-4,0,2.6,-15,-5,4,-8,98,-1
COc1ccccc1CNC(=O)C1CCC(CNc2c(N3CCCCC3)c(=O)c2=O)CC1 (centres undefined),1,0,9,2.0,0,-4,-2,1,96,1
Cc1c(C(=O)N2CCN(c3ccccn3)CC2)sc2ncnc(N3CCOCC3)c12,16,4,4,-1.3,3,0,1,-7,100,7
CCC1(O)CC(c2ccccc2)=NN1C(=O)c1ccccc1F (centres undefined),1,-3,-3,-2.2,-3,5,-1,-5,94,-8
COc1cc(OC)cc(C(=O)N2CCN(C(=O)c3cccnc3)CC2)c1,5,0,1,-1.6,5,-3,-2,-20,93,2
CC(C)N(C(=O)NC(=O)Nc1ccc(S(=O)(=O)N2CCCC2)cc1)S(C)(=O)=O,24,1,5,-2.9,-3,3,3,-3,95,3
CC(C)C(=O)Nc1cccc(-c2nc3ncccc3o2)c1,3,26*,1,-2.2,10,-3,3,-2,94,-12
C=CCN(c1ccc(C(=O)NC(C)C)cc1)S(C)(=O)=O,0,-3,1,-2.1,-3,14,4,-6,96,-2
C=CCCC(=O)Nc1nc(C)c(-c2csc(Nc3cccc(OC)c3)n2)s1,9,3,-11,0.5,-6,-6,-2,-9,104,0
Cn1c(=O)c2c(nc(CN3CCOCC3)n2CCc2ccccc2)n(C)c1=O,7,0,0,-0.9,6,-1,.,-4,94,0
COc1ccc(C(C(=O)NC(C)(C)C)N(Cc2cccs2)C(=O)CCC(=O)Nc2cc(C)on2)cc1 (centres undefined),6,1,-4,-1.4,9,3,-3,-4,89,1
Cc1c(CBr)[n+](=O)c2c(n1[O-])C(Br)CCC2Br (centres undefined),5,4,-12,2.4,1,5,2,-4,95,-5
Cc1cc(-c2nnc(SCC(=O)Nc3cccc(F)c3)n2N)n[nH]1,13,-4,-2,-2.6,2,1,1,-4,99,3
Cc1cccc(N(C)c2cc(-c3ccc(F)cc3)nc3ccnn23)c1,6,-6,-4,-1.4,-7,-1,-1,-7,100,-5
CN(C)c1nc(-c2ccccn2)nnc1-c1ccccc1,3,-3,2,-2.2,67*,-4,-11,-2,90,-1

# Nothing new here: an excerpt of the list.
SMILES,MC4R antagonist,HTR2A ag,ABHD5-PLIN5 inh,MC4R barr agon,Cardio protect,PDI inh,N-glyco inh,CaV13 ICDI inh,ABCB6 inh MLPCN,Granule exo inh
CSCCC(NS(=O)(=O)c1ccc2c(c1)oc(=O)n2C)C(=O)NC1CCN(Cc2ccccc2)CC1 (centres undefined),12,5,2,-1.3,-2,4,0,-6,103,1
COc1cc(NC(=O)CSc2nncn2C)c(C)cc1[N+](=O)[O-],0,-5,0,-0.1,16,1,0,-3,99,15

# Further compounds
SMILES,MC4R antagonist,HTR2A ag,ABHD5-PLIN5 inh,MC4R barr agon,Cardio protect,PDI inh,N-glyco inh,CaV13 ICDI inh,ABCB6 inh MLPCN,Granule exo inh
C(=C(c1ccccc1)c1ccccc1)c1ccccn1,4,1,9,4.3,-10,-1,2,-5,98,-12
CC(C)CCNC(=O)c1ccc2c(SCC(=O)O)c3c(nc2c1)CCC3,19,6,-5,1.3,0,-4,-2,-7,98,6
Cc1cccc(-c2noc(Cc3ccccc3)n2)c1,1,7,-3,4.0,-10,-4,-2,-5,102,-1
O=C(Nc1ccc(N=Nc2ccccc2)c(NC(=O)C2CCCO2)c1)C1CCCO1 (centres undefined),12,-9,2,-1.8,29,-5,-8,-3,94,3
COc1ccccc1-c1csc(C(O)(c2ccccc2)C(F)(F)F)n1 (centres undefined),10,6,1,2.7,-22,-2,3,-4,99,1
C[C@H](CO)N1C[C@H](C)[C@H](CN(C)C(=O)c2ccc3ccn(C)c3c2)OCc2cnnn2CCCC1=O,12,-3,-6,-0.4,13,-3,0,-6,102,-2
CCCCNC(=O)Cn1nc(-c2ccc(C)cc2)ccc1=O,9,-1,-5,-1.0,-4,-1,0,.,97,9
c1ccc2[nH]c(CSc3ncnc4c3oc3ccccc34)nc2c1,4,12,8,0.1,-6,-6,1,-12,98,-2
CCC(C)N(C)Cc1cccc(C2(O)CCN(S(=O)(=O)c3ccc(F)c(C)c3)CC2)c1 (centres undefined),4,4,8,0.0,4,12,-4,-4,101,0
Cc1ccc(S(=O)(=O)CCc2ccccn2)cc1,-6,-1,1,-2.8,-4,-9,0,-5,97,-2
